RECQ1 helicase: inhibitors of human RECQ1 DNA helicase | P46063 | Potency, µM (doses to about 57.3 µM), inactives show at the top dose activity, negative = inhibition, most hits filed as inhibitors | 0.54% of 240,000 active | AID 2549 | RECQ1 DNA unwinding, red fluorescence kinetic read;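 also: plate controls were vehicle for no effect and no enzyme for full effect; nearly all actives have a fitted effect of over 30% in size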
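50 nM RECQ1T1 preincubated 15 min with compound in Tris pH 8.0 buffer with MgCl2, DTT, Tween-20 and 2.5 ug/ml poly(dI-dC); started with 200 nM TAMRA/BHQ-2 forked duplex and 2 mM ATP. Unwinding read as fluorescence (525/598 nm), two reads 2 h apart.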
LMNA splice mod: modulators of lamin A splicing. HeLa LMNA splicing GFP/RFP minigene ratio, 48 h. Potency, µM (titrated, usually from 46.1 µM), inactives show top-dose ratio change, negative = inhibition, actives largely listed as inhibitors. 0.01% of 200,000 active. AID 1487; active = well fitted inhibition curve with a large enough effect in the signal ratio, with a control signal flat, not every such curve was filed as active; inconclusive = small, poorly fitted or top-dose-only effect, or effect the other way, or a change in a side signal; the % refers to the signal ratio; also: % is scaled to controls: 0 for no effect and ±100 for the full control effect
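S3 HeLa cells stably expressing lamin A-EGFP splicing minigene plus DsRed2, 600 cells/well, 48 h compound exposure at 37C. Laser-scanning cytometry; analysed as GFP (500-530 nm)/RFP (575-640 nm) total intensity ratio; 0.5% DMSO vehicle.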
KDM4E inh: blocks human JMJD2E demethylase activity; Potency, µM (highest dose often 57.1 µM), inactives show top-dose activity change, negative = inhibition, most hits filed as inhibitors; 1.6% of 230,000 active; JMJD2E catalytic domain, FDH-coupled NADH fluorescence (FDH is formaldehyde dehydrogenase); AID 2147; B2RXH2; active = well fitted inhibition curve with a large enough effect, not every such curve was filed as active; inconclusive = small, poorly fitted or top-dose-only effect, or another doubt; inactive = no such curve, though single readings can be large or run the other way;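 also: 0% = wells with enzyme and -100% = buffer wells without enzyme; nearly all actives have a fitted effect of over 50% in size; many of its hits are not listed in these tables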
Target sequence (B2RXH2 1-337 limits assumed): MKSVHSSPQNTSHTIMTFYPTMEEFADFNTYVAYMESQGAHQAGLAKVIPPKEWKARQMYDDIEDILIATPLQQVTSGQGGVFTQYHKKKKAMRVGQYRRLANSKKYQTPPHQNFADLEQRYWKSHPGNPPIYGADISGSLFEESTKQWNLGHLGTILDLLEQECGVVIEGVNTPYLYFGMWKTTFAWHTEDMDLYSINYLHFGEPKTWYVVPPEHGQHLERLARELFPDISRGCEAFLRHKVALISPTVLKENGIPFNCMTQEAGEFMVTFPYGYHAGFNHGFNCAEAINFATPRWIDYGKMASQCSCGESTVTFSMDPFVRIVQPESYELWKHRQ
SMN2 splice enh: increases expression of the SMN2 splice variant; AID 1458; HEK293 SMN2-luciferase splicing reporter, luminescence, 30-36 h; Potency, µM (series often up to 46.1 µM), inactives show at the top dose activity change, positive = activation, actives largely listed as activators; 2.8% of 210,000 active; also: % of control where 0% means no effect; nearly all actives have a fitted effect of over 55% in size
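HEK293 cells carry an SMN2 minigene-luciferase reporter in which exon 7 inclusion puts luciferase in frame. Cells were seeded at 2000 cells/well, attached for 10-12 hours, then exposed to compounds for 30-36 hours at 37C before ONE-Glo luminescence.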
Luc counter: counter-screen: inhibitors of Kinase-Glo firefly luciferase; Q27757; Kinase-Glo luciferase, ATP luminescence, 8 min; Potency, µM (top dose mostly 38.3 µM), inactives show top-dose activity change, negative = inhibition, hits mostly inhibitors; 0.28% of 200,000 active; AID 1379; also: % is scaled to controls: 0 for no effect and ±100 for the full control effect; nearly all actives have a fitted effect of over 60% in size
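Inhibition of Kinase-Glo luciferase light generation was assessed at 10 uM ATP in pH 7.2 imidazole buffer, with luminescence measured after eight minutes at ambient temperature.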
ALDH1A1 block: ALDH1A1 (human) enzyme inhibition | Purified ALDH1A1, NADH fluorescence, propionaldehyde substrate | Potency, µM (series often up to 75.3 µM), without a hit: top-dose activity, negative = inhibition, usual class: inhibitors | 7.3% of 220,000 active; active = well fitted inhibition curve with a large enough effect, not every such curve was filed as active; inconclusive = small, poorly fitted or top-dose-only effect, or another doubt; inactive = no such curve, though single readings can be large or run the other way;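 also: plate controls were no enzyme wells and a reference inhibitor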
Target sequence (P00352 whole entry, looked up): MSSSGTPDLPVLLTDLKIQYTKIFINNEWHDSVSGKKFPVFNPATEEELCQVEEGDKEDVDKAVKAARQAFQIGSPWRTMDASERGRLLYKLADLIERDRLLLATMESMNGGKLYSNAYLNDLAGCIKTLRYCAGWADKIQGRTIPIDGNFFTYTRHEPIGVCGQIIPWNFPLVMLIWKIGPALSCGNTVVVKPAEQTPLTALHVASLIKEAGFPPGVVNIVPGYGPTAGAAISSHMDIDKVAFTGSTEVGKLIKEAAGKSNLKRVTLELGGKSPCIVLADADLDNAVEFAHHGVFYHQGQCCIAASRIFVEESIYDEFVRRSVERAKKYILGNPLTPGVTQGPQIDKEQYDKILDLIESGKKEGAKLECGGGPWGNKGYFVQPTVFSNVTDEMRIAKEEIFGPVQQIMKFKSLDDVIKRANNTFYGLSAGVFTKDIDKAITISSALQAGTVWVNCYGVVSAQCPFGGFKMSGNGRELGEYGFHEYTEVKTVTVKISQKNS
The depositor's hits bear a star; i = inactive; ? = inconclusive; . = no result given; [ ] = remark or other dose. Unless noted, calls follow the shape of the dose curve; as a rule, active = well fitted curve in the direction sought with a large enough effect; inconclusive = small, poorly fitted or top-dose-only effect, or another doubt; inactive = no such curve, though single readings can be large; an effect the other way counts as inactive or inconclusive. Potency is read from the fitted curve at half-maximal effect. The list is partial; count on the stated rates, not on these rows.

SMILES | RECQ1 helicase | LMNA splice mod | KDM4E inh | SMN2 splice enh | Luc counter | ALDH1A1 block
O=C(O)CS(=O)(=O)C(c1ccccc1)c1ccccc1 | . | . | . | -3.9%[9.22 µM] | -3.2%[7.66 µM] | 3.5%[13.5 µM]
CC(C)CCC1(CCN)C(=O)NC(=O)NC1=O | . | . | . | -3.8%[9.22 µM] | 0.7%[7.66 µM] | 0.2%[13.5 µM]
CC[C@@](O)(C(=O)O)c1cc2n(c(=O)c1CO)Cc1cc3ccccc3nc1-2 | . | . | . | 2.6%[9.22 µM] | -8.3%[7.66 µM] | ?
C[C@]1(O)CC[C@H]2[C@@H]3[C@@H](O)CC4=CC(=O)CC[C@@]4(C)[C@H]3CC[C@]21C | . | . | . | -11.7%[9.22 µM] | -1.4%[7.66 µM] | 20.2%[13.5 µM]
Cc1ccc(S(=O)ON2CCC(C(=O)O)(c3ccccc3)CC2)cc1 (centres undefined) | . | . | . | -1.5%[9.22 µM] | 0.4%[7.66 µM] | 15.0%[13.5 µM]
N[C@@H](CP(=O)(O)O)C(=O)O | . | . | . | -19.6%[9.22 µM] | -0.7%[7.66 µM] | 7.9%[13.5 µM]
CC(C)(C)c1cc(C#N)cc(Br)c1OP(=O)(Oc1c(Br)cc(C#N)cc1C(C)(C)C)c1ccccc1 | . | . | . | -5.5%[9.22 µM] | -1.3%[7.66 µM] | 13.7%[13.5 µM]
Nc1nnnn1CCO | . | . | . | -2.7%[9.22 µM] | -4.4%[7.66 µM] | -0.3%[13.5 µM]
Nc1nc(N)c(N=Nc2ccc([As](=O)(O)O)cc2)c(=O)[nH]1 | . | . | . | -8.7%[9.22 µM] | -0.4%[7.66 µM] | 1.6%[13.5 µM]
C[As+](C)(c1ccc(Br)c([N+](=O)[O-])c1)c1ccc(Br)c([N+](=O)[O-])c1.O=[N+]([O-])O | . | . | . | -1.4%[9.22 µM] | -5.1%[7.66 µM] | 32.3%[activator][13.5 µM]
CC(C)(C)C(=O)CP(=O)(O)O | . | . | . | 3.5%[9.22 µM] | 0.9%[7.66 µM] | 2.3%[13.5 µM]
CC(=O)O/C(=C1/C[C@H]2[C@@H]3CC=C4C[C@@H](OC(C)=O)CC[C@]4(C)[C@@H]3CC[C@]2(C)C1=O)C(F)(F)F | . | . | . | -2.6%[9.22 µM] | -4.5%[7.66 µM] | ?
O=C(O)[C@@H](Br)[C@H](Br)C(=O)O | . | . | . | -3.4%[9.22 µM] | -4.8%[7.66 µM] | 14.6%[13.5 µM]
CC1=C2C(=O)[C@@H]3[C@@H](CC=C4C[C@@H](O)CC[C@@]43C)[C@H]2CC[C@@]12O[C@H]1C[C@H](C)CN[C@H]1[C@@H]2C | . | . | . | 4.2%[9.22 µM] | 0.3%[7.66 µM] | 4.8%[13.5 µM]
NC[C@@H](O)CSP(=O)(O)O | . | . | . | -14.5%[9.22 µM] | -3.3%[7.66 µM] | 5.5%[13.5 µM]

Reprinted from the part before: 2 compounds, then new ones.
SMILES | RECQ1 helicase | LMNA splice mod | KDM4E inh | SMN2 splice enh | Luc counter | ALDH1A1 block
CC1=C2C(=O)[C@@H]3[C@@H](CC=C4C[C@@H](O)CC[C@@]43C)[C@H]2CC[C@@]12O[C@H]1C[C@H](C)CN[C@H]1[C@@H]2C | . | . | . | 4.2%[9.22 µM] | 0.3%[7.66 µM] | 4.8%[13.5 µM]
NC[C@@H](O)CSP(=O)(O)O | . | . | . | -14.5%[9.22 µM] | -3.3%[7.66 µM] | 5.5%[13.5 µM]
O=P(O)(O)c1ccccc1 (tested in a mixture with another compound) | . | . | . | -7.1%[9.22 µM] | -5.0%[7.66 µM] | 10.6%[13.5 µM]
O=C(O)c1cc[c]([Hg][S]c2ncnc3nc[nH]c23)cc1 | . | . | . | -26.7%[9.22 µM] | 0.0%[7.66 µM] | 0.891µM*
N[C@H](Cc1c[nH]c2ccccc12)P(=O)(O)O | . | . | . | 1.1%[9.22 µM] | 1.4%[7.66 µM] | 12.3%[13.5 µM]
CN(C)CS/C(N)=N/[C@H](O)C(Cl)(Cl)Cl | . | . | . | 11.1%[9.22 µM] | -0.9%[7.66 µM] | 3.16µM*
C[C@@]12CC[C@H]3[C@H](CCC4=CC(=O)CC[C@H]43)[C@H]1CC[C@H]2OC1(O)C(=O)c2ccccc2C1=O | . | . | . | 5.9%[9.22 µM] | -0.6%[7.66 µM] | 0.316µM*
O=C(Oc1ccc(S(=O)(=O)F)cc1F)c1ccccc1Cl | . | . | . | -6.8%[9.22 µM] | -1.1%[7.66 µM] | 0.0%[13.5 µM]
C[C@@H]1[C@@H](C)N1C[C@H](O)Cn1ccnc1[N+](=O)[O-] (some centres undefined) | . | . | . | 0.1%[9.22 µM] | 1.9%[7.66 µM] | 11.4%[13.5 µM]
O=C(NCP(=O)(O)O)c1cccnc1 | . | . | . | -2.8%[9.22 µM] | -4.0%[7.66 µM] | 7.5%[13.5 µM]
CN(C)CCCc1cccnc1 | . | . | . | -6.5%[9.22 µM] | -4.4%[7.66 µM] | 2.0%[13.5 µM]
O=P(O)(O)CCP(=O)(O)O | . | . | . | -15.9%[9.22 µM] | -1.3%[7.66 µM] | 1.0%[13.5 µM]
COc1cc2cc(c1Cl)N(C)C(=O)C[C@H](OC(=O)C(C)C)[C@]1(C)O[C@@H]1[C@@H](C)[C@H]1C[C@](O)(NC(=O)O1)[C@@H](OC)/C=C\C=C(\C)C2 | . | . | . | -22.8%[9.22 µM] | -0.4%[7.66 µM] | 0.1%[13.5 µM]
CC(C)CC(=O)C[C@H](O)C(Cl)(Cl)Cl | . | . | . | -3.5%[9.22 µM] | -2.0%[7.66 µM] | 8.2%[13.5 µM]
Cn1c(=O)c2[nH]cnc2n(C)c1=O.[CH2-][C@H](Cc1cccc2cc(C(=O)O)c(=O)oc12)OC.[Hg].[OH-] | . | . | . | -5.8%[9.22 µM] | -0.7%[7.66 µM] | 3.16µM*
C(=NCCN1CCOCC1)=NC1CCCCC1 | . | . | . | 6.8%[9.22 µM] | -0.1%[7.66 µM] | 7.1%[13.5 µM]
COC1=C(C)C(=O)c2c(c(COC(N)=O)c3n2C[C@@H]2[C@@H]3N2C)C1=O (some centres undefined) | . | . | . | -83.9%[inhibitor][9.22 µM] | -4.4%[7.66 µM] | -3.8%[13.5 µM]

Filtered by structure, the compounds so far containing a nitro group on carbon
SMILES | RECQ1 helicase | LMNA splice mod | KDM4E inh | SMN2 splice enh | Luc counter | ALDH1A1 block
C[As+](C)(c1ccc(Br)c([N+](=O)[O-])c1)c1ccc(Br)c([N+](=O)[O-])c1.O=[N+]([O-])O | . | . | . | -1.4%[9.22 µM] | -5.1%[7.66 µM] | 32.3%[activator][13.5 µM]
C[C@@H]1[C@@H](C)N1C[C@H](O)Cn1ccnc1[N+](=O)[O-] (some centres undefined) | . | . | . | 0.1%[9.22 µM] | 1.9%[7.66 µM] | 11.4%[13.5 µM]

Remaining list, next part.
SMILES | RECQ1 helicase | LMNA splice mod | KDM4E inh | SMN2 splice enh | Luc counter | ALDH1A1 block
c1ccc(P(c2ccccc2)c2ccccc2)cc1 | -11.1% | . | . | 4.1% | . | .
Cc1cc(O)cc2c1O[C@](C)(CCC[C@H](C)CCC[C@H](C)CCCC(C)C)CC2 | -24.0% | ? | . | . | . | .
CP(=O)(Nc1ccc(Cl)cc1)c1nc2c(s1)CCCC2 (centres undefined) | i | . | 2.4% | . | . | .
C=CCn1c(O)c(C=NCCN2CCOCC2)c(=O)[nH]c1=S | -12.3% | . | 0.6% | . | . | .
O=C1Nc2ccccc2C1Cc1nc2ccccc2c(=O)n1-c1ccccc1 (centres undefined) | -4.0% | . | ? | . | . | .
O=c1[nH]c(=O)n(-c2cccc3ccccc23)c(O)c1/C=N/N1CCCCC1 | -8.2% | . | -1.0% | . | . | .
CC12CC[C@H]3[C@@H](CCC4(O)C[C@H](O)CCC34/C=N/NC(=O)c3ccccc3Cl)C1(O)CCC2C1=CC(=O)OC1 (some centres undefined) | 8.7% | . | -19.0% | . | . | .
O=C1Nc2ccccc2/C1=C/c1nc2ccccc2c(=O)n1-c1ccc(O)cc1 | ? | . | -5.9% | . | . | .
C/C(=N\N1CCCCCC1)c1c(O)n(-c2ccc(Cl)cc2)c(=O)[nH]c1=O | 13.8% | . | 1.4% | . | . | .
COc1ccc(-n2c(O)c(C(C)=NCc3ccc4c(c3)OCO4)c(=O)[nH]c2=O)cc1 | -6.4% | . | -22.9% | . | . | .
O=C(Nc1ccc(F)cc1)Oc1ccc[nH]c1=O | 1.3% | . | ? | . | . | .
CCC(=NCc1cc(OC)cc(OC)c1)c1c(O)[nH]c(=O)[nH]c1=O | 1.3% | . | 1.6% | . | . | .
CCn1c(O)c(/C=N/NC(=O)c2ccccc2)c(=O)n(CC)c1=S | -13.5% | . | ? | . | . | .
O=c1[nH]c(O)c(C=Nc2ccccc2Sc2ccccc2)c(=O)[nH]1 | -8.2% | . | ? | . | . | .
Cc1nc2ccccc2c(=O)n1-c1ccncc1 | -8.0% | . | 2.1% | . | . | .
O=C1NC(=S)NC(=O)C1=Cc1ccc2c(c1)CCN2CCCCl | ? | . | ? | . | . | .
C=CCn1c(O)c(C(C)=NCCCN(C)C)c(=O)[nH]c1=O | -7.5% | . | 5.9% | . | . | .
CC(=O)N1N=C2C3CCN(CC3)C2C1c1ccc(Br)cc1 (centres undefined) | -0.3% | . | 0.7% | . | . | .

Four entries from above, with two lines to a compound.
Results follow in this order: RECQ1 helicase	LMNA splice mod	KDM4E inh	SMN2 splice enh	Luc counter	ALDH1A1 block
O=C(Nc1ccc(F)cc1)Oc1ccc[nH]c1=O
 : 1.3%	.	?	.	.	.
CCC(=NCc1cc(OC)cc(OC)c1)c1c(O)[nH]c(=O)[nH]c1=O
 : 1.3%	.	1.6%	.	.	.
CCn1c(O)c(/C=N/NC(=O)c2ccccc2)c(=O)n(CC)c1=S
 : -13.5%	.	?	.	.	.
O=c1[nH]c(O)c(C=Nc2ccccc2Sc2ccccc2)c(=O)[nH]1
 : -8.2%	.	?	.	.	.

Bioassay records: PubChem BioAssay, National Center for Advancing Translational Sciences (NCATS)
